# CHRM5 agonist: CHRM5 agonism in calcium assay; P08912; CHO-K1 hM5 cells, Fluo-8 calcium fluorescence; 0% DMSO wells, 100% maximal acetylcholine response; activation, % at 3 µM; hit rate 0.19% among 360,000;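 active = activation above the run's mean over test compounds plus 3 SD, cut at about 23% in these data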;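 also: signal is peak over basal fluorescence ratio across the kinetic read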
# Target sequence (P08912 whole entry, looked up): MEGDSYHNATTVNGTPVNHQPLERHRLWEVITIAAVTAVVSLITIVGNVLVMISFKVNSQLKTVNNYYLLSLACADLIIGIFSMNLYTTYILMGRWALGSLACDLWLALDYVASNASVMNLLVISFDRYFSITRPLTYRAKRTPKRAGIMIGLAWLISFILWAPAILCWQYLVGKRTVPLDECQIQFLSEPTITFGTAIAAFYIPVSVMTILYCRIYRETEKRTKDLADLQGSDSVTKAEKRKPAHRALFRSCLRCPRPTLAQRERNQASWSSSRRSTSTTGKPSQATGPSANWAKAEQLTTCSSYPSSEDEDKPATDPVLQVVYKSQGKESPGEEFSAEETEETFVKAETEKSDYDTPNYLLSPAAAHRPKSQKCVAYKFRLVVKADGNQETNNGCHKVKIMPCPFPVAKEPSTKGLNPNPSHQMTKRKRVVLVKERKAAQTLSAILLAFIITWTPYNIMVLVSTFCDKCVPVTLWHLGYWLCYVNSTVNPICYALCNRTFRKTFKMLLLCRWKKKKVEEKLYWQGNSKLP
# CRFR2-BP antag: CRF-BP/CRF-R2 complex antagonism | HEK293 CRF-R2/CRF-BP, CRF-induced calcium fluorescence | inhibition, % at 11.8 µM | hit rate 0.59% among 350,000;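 active = inhibition of the ligand-induced calcium signal above about 50% at the single tested concentration, limit read from the data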
# M5 PAM: CHRM5 positive allosteric modulation | P08912 | CHO-K1 hM5, Fluo-8 calcium, ACh EC20 PAM; 0% = ACh EC20, 100% = ACh EC100 | activation, % at 3 µM | hit rate 0.3% among 360,000;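 active = activation above the run cutoff, the mean activation of all test compounds plus 3 SD, cut at about 18% in these data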
#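 Probe or stimulus: acetylcholine, EC20 level; Assay system: human M5 receptor in CHO-K1 cells; Schedule: compound preincubation 140 s before EC20 acetylcholine addition; Technique: intracellular calcium via Fluo-8 fluorescence; Dosing: single-point, 3 µM nominal; Read-out basis: percent activation from peak-over-basal fluorescence ratio, scaled EC20-to-EC100 acetylcholine; Repeats: one well per compound, no replicates.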
# TAAR1 antagonist: antagonists of human TAAR1. CHO RD-HGA16 TAAR1, Fluo-8 calcium fluorescence, antagonist. hit rate 1.5% among 360,000. inhibition, % at 3 µM. Q96RJ0;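 active = inhibition above a per-plate cutoff, the mean inhibition of test compounds on that plate plus 3 SD, cut at about 49% in these data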;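 also: 0% = DMSO plus EC80 beta-PEA response and 100% = DMSO alone without agonist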
#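 test system = CHO RD-HGA16 cells bearing hTAAR1 | replication = singlicate | controls = DMSO-only wells and EC80 β-PEA-stimulated wells | reagent = EC80 β-phenethylamine stimulus | read-out basis = percent inhibition of PEA-evoked calcium signal, max/basal emission ratio | schedule = seeding 17-24 h prior, 75-min 37 °C, 30-min RT dye loading | signal = kinetic Fluo-8 calcium fluorescence measurement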
# CRFBP-R2 agonist: CRF-BP/CRF-R2 complex agonism; HEK293 CRF-R2/CRF-BP, calcium dye fluorescence (FLIPR); percent of saturating CRF peptide response; activation, % at 13.2 µM; hit rate 0.46% among 350,000;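 active = activation of at least 50%, plus an integration ratio under a set limit after plate pattern correction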;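 also: plate controls were neutral control wells without compound for no effect and CRF at EC100 for full effect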
# TAAR1 ag: human TAAR1 agonism. Q96RJ0. CHO RD-HGA16 TAAR1, Fluo-8 calcium fluorescence; vehicle wells 0%, saturating PEA agonist 100%. activation, % at 3 µM. hit rate 0.99% among 360,000;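 active = activation above the mean activation of all test compounds in the run plus 3 SD, cut at about 38% in these data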
#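 System: CHO-derived RD-HGA16 cells with stable Gα16 and human TAAR1 / Times: 17-24 h plating, Fluo-8 75 min 37 °C, 30 min RT / Technique: calcium-sensitive Fluo-8 signal, excitation 470-495, emission 515-575 nm / Measure: % activation relative to PEA EC100 response / Benchmarks: DMSO and PEA EC100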
# M1 PAM parental: counter-screen for M1 PAMs: effect in parental CHO-K1 cells; ATP EC20, Fluo-8 calcium fluorescence; 0% at ATP EC20, 100% at ATP max; activation, % at 3 µM; hit rate 0.02% among 360,000; AID 602247;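 active = activation above the run cutoff, the mean activation of all test compounds plus 3 SD, cut at about 40% in these data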;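 also: peak over basal fluorescence ratio in a 140 s read after ATP addition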
# CHRM4 PAM: CHRM4 positive allosteric modulation. P08173. CHO-K1 hM4/Gqi5, Fluo-8 calcium fluorescence, ACh EC20; 0% = ACh EC20, 100% = maximal ACh. activation, % at 3 µM. hit rate 0.4% among 360,000;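 active = activation above its plate's cutoff, the mean activation of sample wells plus 3 SD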; also: some results filed as inactive read as strong as hits
# Target sequence (P08173 whole entry, looked up): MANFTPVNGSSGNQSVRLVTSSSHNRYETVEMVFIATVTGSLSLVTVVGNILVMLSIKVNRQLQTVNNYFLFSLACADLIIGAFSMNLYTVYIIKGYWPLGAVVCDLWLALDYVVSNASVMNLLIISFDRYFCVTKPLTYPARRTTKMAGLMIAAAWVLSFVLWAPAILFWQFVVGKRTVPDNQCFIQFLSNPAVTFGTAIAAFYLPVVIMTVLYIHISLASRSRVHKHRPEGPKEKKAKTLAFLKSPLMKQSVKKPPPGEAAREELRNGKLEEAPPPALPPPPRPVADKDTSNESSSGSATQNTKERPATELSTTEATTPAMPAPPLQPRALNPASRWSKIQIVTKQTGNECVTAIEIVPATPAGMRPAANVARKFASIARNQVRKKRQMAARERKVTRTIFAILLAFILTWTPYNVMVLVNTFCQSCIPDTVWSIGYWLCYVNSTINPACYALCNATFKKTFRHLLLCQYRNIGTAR
# M5 antag: antagonists of human muscarinic M5 receptor (CHRM5) | P08912 | CHO-hM5 cells, Fluo-8 calcium fluorescence, ACh EC80 | inhibition, % at 3 µM | hit rate 0.59% among 360,000;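 active = inhibition above a per-plate cutoff, the mean of that plate's test compounds plus 3 SD, cut at about 27% in these data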;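 also: 0% = acetylcholine EC80 with DMSO and 100% = DMSO without agonist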
# Starred values were filed as active, the others as inactive; nt = no result given; & = joins results of further samples.
SMILES,CHRM5 agonist,CRFR2-BP antag,M5 PAM,TAAR1 antagonist,CRFBP-R2 agonist,TAAR1 ag,M1 PAM parental,CHRM4 PAM,M5 antag
CN(C)S(=O)(=O)c1ccc(C(=O)Nc2ccn(C)n2)cc1,-1,-5,-8,-6,-0.6,1,1,4,20
CCCn1c(C)cc(C(=O)CN2C(=O)c3cccc(N)c3C2=O)c1C,-4,-1,3,-6,22,11,26,6,-2
Cc1cccn2c(=O)nc(SCC(=O)Nc3cccc4ccccc34)nc12,3,9,-10,4,-1.2,4,-12,1,8
Cc1cc2cc(C)c3nnc(SCC(=O)Nc4ccc(S(=O)(=O)N5CCCCC5C)cc4)n3c2cc1C (stereo not drawn),-1,-11,2,-2,0.2,1,10,-2,-1
O=C(OCC(=O)N1CCCC1)c1cc(F)c(F)cc1Cl,-3,6,2,1,-0.7,-1,10,0,-3
O=C(c1ccc(Cl)s1)N1CCN(c2ncccn2)CC1,1,15,-2,-28,-1.4,2,18,-7,14
C=CCNc1ncnc2c1[nH]c1ccc(Cl)cc12,6,11,-15,10,17,23,-6,-12,9
O=C1C=C(c2ccc(-c3ccccc3)c(F)c2)C[C@@H](c2ccc3c(c2)OCO3)C1,3,-1,3,9,3.3,2,0,10,-3
O=C1NC(=S)NC1Cc1ccc(O)cc1 (stereo not drawn),-4,10,13,-20,4.0,0,23,6,5
CCOC(=O)N1CCN(C(=O)c2ccc3c(SCC(=O)O)c4c(nc3c2)CCCC4)CC1,-1,-6,1,nt,3.6,nt,-6,-4,-1
CCCCn1c(N)c(N(CCOC)C(=O)c2cc(S(=O)(=O)N3CCOCC3)ccc2Cl)c(=O)[nH]c1=O,-1,6,-1,-11,-0.9,7,3,7,16
COc1cc(/C=N/NC(=O)c2c(-c3ccccc3)noc2C)ccc1O,-4,26,-6,10,-5.4,3,1,3,8
CC1CCN(Cc2c(C(=O)N/N=C/c3ccc(C(C)C)cc3)nnn2-c2nonc2N)CC1,-3,-4,-2,-28,1.6,0,1,-1,2
COc1ccc(OC)c(N(C(=O)c2snc(C(N)=O)c2N)C(C(=O)NCC2CCCO2)c2ccc3ncccc3c2)c1 (stereo not drawn),-3,2,10,-8,0.6,7,9,-8,2
NC(=O)Cn1c(=O)n(Cc2ccccc2)c(=O)c2cccnc21,-3,7,3,-12,0.6,0,1,-4,1
CCOc1ccc(NC(=O)c2cc(S(=O)(=O)N3CCOCC3)cn2C)cc1,0,17,-5,-3,0.2,0,-3,1,-1
COc1ccc(C2C3=C(CC(C)(C)CC3=O)Oc3ncn(CC(C)C)c(=N)c32)cc1 (stereo not drawn),-4,-23,-17,20,-0.6,21,0,-1,7
O=C(NC(=S)Nc1ccc(S(=O)(=O)Nc2nccs2)cc1)c1ccc(F)cc1,-1,-25,-2,-3,-2.6,6,27,-1,4
O=C(O)CSc1nnc(-c2cccc(S(=O)(=O)N3CCOCC3)c2)n1-c1cccc(Cl)c1,2,0,8,-9,-1.4,1,19,9,1
CC1CC(=O)C2=C(C1)Nc1ccccc1SC2c1ccc(F)cc1 (stereo not drawn),-6,-10,11,-16,-0.4,6,17,5,-16
CCc1ccc(OCC(=O)N2CCN(c3ccccn3)CC2)c(Br)c1,0,-12,-7,-5,-11,3,-17,-7,17
CC(=O)NCCc1nc2cc(NC(=O)c3ccccc3C)ccc2n1C,2,11,2,-5,-0.9,1,18,3,-1
CSc1ccc2c(c1)C(N1CCN(C)CC1)Cc1ccccc1S2 (stereo not drawn),4&-6,-34&-17,-18&-21,36&35,0.2&-0.4,13&16,0&-22,-18&-18,70*
CCOC(=O)c1cc2c(ccn2C)n1Cc1cc(C)ccc1C,-12,-23,-9,-6,-0.2,22,12,-2,4
COc1ccc(S(=O)(=O)N(C)CC(=O)NC2CCCC2)cc1Cl,-1,13,-4,-18,-2.2,4,-2,5,0
CN(C(=O)CSc1nncn1-c1ccccc1)c1ccccc1,-1,1,0,6,0.4,2,13,0,12
O=S(=O)(O)c1cc(OS(=O)(=O)c2ccccc2)cc2ccccc12,-5,-5,6,-14,-0.9,2,20,-1,-2
CN(CC(=O)Nc1ccc(S(N)(=O)=O)cc1)Cc1ccccc1F,-1,-5,-3,-7,-2.4,2,-10,-1,2
Nc1nc(-c2ccc3c(c2)CCCC3)c(CC(=O)O)s1,-7,2,-19,10,-1.3,0,-13,-15,7
NNC(=O)c1cccc(COc2cccc(Br)c2)c1,0,2,0,16,-2.0,3,0,4,-5
O=C(CN1C(=O)NC2(CCCC2)C1=O)N1CCN(S(=O)(=O)c2ccccc2F)CC1,-2,-1,1,1,0.6,1,4,3,11
Clc1ccc(C=NN2CCCCCC2)cc1,2,-6,6,1,-3.8,3,-6,-1,3
O=C(CN(Cc1cccs1)C(=O)CSc1nnc(COc2ccccc2)o1)NC1CCCC1,-2,12,4,-4,-2.3,1,14,3,-8
COc1ccc(NC(=O)N(CCN2CCCC2)Cc2cc3cc(OC)c(OC)cc3[nH]c2=O)cc1,-3,8,4,9,0.6,13,9,9,2
CN(C(=O)COc1ncnc2ccc(Br)cc12)C1CCCCC1,1,-6,-1,-7,-1.1,0,8,2,2
CCCC(c1nnnn1C(C)(C)CC)N1CCN(C(=O)c2ccco2)CC1 (stereo not drawn),-1,12,0,-1,-0.6,5,18,-4,8
Cc1nn(Cc2ccc(C(=O)N3N=C(C(F)F)CC3(O)C(F)F)o2)c(C)c1[N+](=O)[O-] (stereo not drawn),2,12,-7,9,-3.8,7,14,0,4
O=C(CN1CCN(c2ccccc2O)CC1)Nc1cc(S(=O)(=O)N2CCCC2)ccc1Cl,5,-6,0,-20,2.5,5,-1,-6,1
COc1ccc(CCNC(=O)C(=O)NCC2OCCN2S(=O)(=O)c2ccccc2)cc1 (stereo not drawn),2,-20,-2,-5,3.6,6,10,-2,-5
CC(NC(=O)Nn1cnnc1)(C(F)(F)F)C(F)(F)F,0,-2,4,10,-1.9,9,-1,5,2
CCN(CC)c1ccc(C(=O)n2cnc3ccccc32)cc1,-2,-25,-1,26,0.7,22,18,17,-2
CCOc1ccc(NC(=S)NC(=O)/C=C/c2ccc(C)cc2)c([N+](=O)[O-])c1,-2,38,-5,14,-2.1,-1,14,12,6
Cc1ccc(S(=O)(=O)c2cnc(-c3ccccc3)nc2N2CCCCC2)cc1,3,10,4,13,2.0,0,-10,1,-6
Cc1ccc(S(=O)(=O)N2C[C@H]3C(=O)C[C@@H](c4ccc(Cl)cc4)N(S(=O)(=O)c4ccccc4C)[C@H]3C[C@H]2c2ccccc2)cc1,2,-16,4,6,0.1,2,20,0,-6
CC(=O)c1ccc(-n2ccc(=O)cc2)cc1,-3,7,2,-3,-1.2,-1,-3,-3,1
ClCCn1c(CCl)nc2ccc(Cl)cc21,-2,-4,0,-10,-1.0,4,-5,-1,2
CCc1nc2c(OCc3ccccc3C)cccn2c1N(C)C(=O)C1CC1,-4,nt,-2,-15,nt,0,18,7,-5
Cc1cccc(S(=O)(=O)c2c(N)n(Cc3ccco3)c3nc4ccccc4nc23)c1,1,-93,0,1,97*,9,-5,-7,2
COc1ccc(C2/C=C\CC(NC(=O)OCC3c4ccccc4-c4ccccc43)CC(=O)N2Cc2ccccc2F)cc1 (stereo not drawn),0,-15,1,nt,2.1,nt,13,-6,-13
CC(C)(C(=O)c1ccccc1)/[N+]([O-])=C/c1ccc(F)cc1,1,-21,-2,6,-1.2,15,-3,1,-2
Cc1cccc(N)c1-c1c(C)cccc1N,-1,-2,2,-4,-1.7,0,4,0,6
CN(Cc1ccc(Cl)c(Cl)c1)C(=O)c1cccc(S(=O)(=O)N2CCN(Cc3ccccc3)CC2)c1,4,8,-18,-10,1.1,13,-10,-9,12
Cc1cc(NC(=O)COC(=O)CCS(=O)(=O)c2ccc(C)c(C)c2)no1,-2,7,2,-1,-1.3,-1,-12,2,-1
Cn1c(NCCN2CCCC2)nc2cc(-c3cccc(C(F)(F)F)c3)sc2c1=O,0,nt,0,nt,nt,nt,1,0,0
Cc1ccc2nc(-c3ccc(S(=O)(=O)N4CCCCC4)cc3)cn2c1,1,-3,-1,-1,-0.8,2,17,5,3
O=C(Nc1ccc2c(c1)ncn2-c1ccccc1)c1ccco1,0,-3,-5,16,-0.1,7,16,-8,2
CCOC(=O)Nc1cc(NC(=O)OCC)c(C)nc1C,3,4,2,-27,-6.7,2,11,-4,2
C[C@@H]1CN([C@H](C)CO)C(=O)CCCn2nncc2CO[C@H]1CN(C)S(C)(=O)=O,0,-19,8,-5,0.5,1,-13,-16,-9
CN1CCN(c2ccc(S(=O)(=O)N3CCCCC3)cc2NC(=O)CSC(C)(C)C)CC1,1,-11,4,0,-0.1,3,1,2,0
CS(=O)(=O)N(CC(=O)Nc1ccccc1)c1cccc(Cl)c1Cl,-2,7,12,3,-1.2,3,15,10,4

# Reformatted as labelled records: part of the list above.
CCOC(=O)N1CCN(C(=O)c2ccc3c(SCC(=O)O)c4c(nc3c2)CCCC4)CC1
  CHRM5 agonist = -1
  CRFR2-BP antag = -6
  M5 PAM = 1
  TAAR1 antagonist = nt
  CRFBP-R2 agonist = 3.6
  TAAR1 ag = nt
  M1 PAM parental = -6
  CHRM4 PAM = -4
  M5 antag = -1

CCCCn1c(N)c(N(CCOC)C(=O)c2cc(S(=O)(=O)N3CCOCC3)ccc2Cl)c(=O)[nH]c1=O
  CHRM5 agonist = -1
  CRFR2-BP antag = 6
  M5 PAM = -1
  TAAR1 antagonist = -11
  CRFBP-R2 agonist = -0.9
  TAAR1 ag = 7
  M1 PAM parental = 3
  CHRM4 PAM = 7
  M5 antag = 16

# New compounds follow.
SMILES,CHRM5 agonist,CRFR2-BP antag,M5 PAM,TAAR1 antagonist,CRFBP-R2 agonist,TAAR1 ag,M1 PAM parental,CHRM4 PAM,M5 antag
Cc1cc(NC(=O)C(C)SCC(=O)N(C)Cc2c(F)cccc2Cl)no1 (stereo not drawn),2,16,3,1,-1.0,5,-16,-3,5
CCCc1nc2c(=O)n(C)c(=O)nc-2n(C)n1,11,-8,3,-18,-1.6,11,27,11,9
Cc1cc(=O)oc2c(C)c(OCC(=O)N3CCN(c4cccc(Cl)c4)CC3)ccc12,3,3,-6,3,1.9,0,-1,-6,7
CCN(CC)CCOC(=O)c1ccc(NC(=O)C(C)NC(=O)C23CC4CC(CC(C4)C2)C3)cc1 (stereo not drawn),-5,-39,-7,-10,15,6,30,3,-1
Cc1ccc2nc(SCC(=O)N(CC(C)C)c3c(N)n(Cc4ccccc4)c(=O)[nH]c3=O)[nH]c2c1,-1,9,-4,-25,0.8,1,2,7,3
Cn1c(CC(=O)Nc2ccc(Cl)cc2)nnc1SCC(=O)N1CCOCC1,-2,-4,-1,-14,0.3,7,10,-2,6
CCOC(=O)c1ccc(N=C2SC(C(=O)Nc3ccc(C(=O)O)cc3)CC(=O)N2Cc2cccs2)cc1 (stereo not drawn),0,14,7,15,-1.1,1,13,-3,-3
